Source: PubChem (National Center for Advancing Translational Sciences (NCATS))
ALOX12 inh: blocks human arachidonate 12S-lipoxygenase; actives 1.1% (n = 580,000); Potency, µM (titrated, usually from 108 µM), for inactives: at the highest dose activity change, negative = inhibition, hits mostly inhibitors; purified 12hLO, xylenol orange hydroperoxide absorbance; P18054; active = well fitted inhibition curve with a large enough effect; inconclusive = small, poorly fitted or top-dose-only effect, or another doubt; inactive = no such curve, though single readings can be large or run the other way
Target sequence (P18054 whole entry, looked up): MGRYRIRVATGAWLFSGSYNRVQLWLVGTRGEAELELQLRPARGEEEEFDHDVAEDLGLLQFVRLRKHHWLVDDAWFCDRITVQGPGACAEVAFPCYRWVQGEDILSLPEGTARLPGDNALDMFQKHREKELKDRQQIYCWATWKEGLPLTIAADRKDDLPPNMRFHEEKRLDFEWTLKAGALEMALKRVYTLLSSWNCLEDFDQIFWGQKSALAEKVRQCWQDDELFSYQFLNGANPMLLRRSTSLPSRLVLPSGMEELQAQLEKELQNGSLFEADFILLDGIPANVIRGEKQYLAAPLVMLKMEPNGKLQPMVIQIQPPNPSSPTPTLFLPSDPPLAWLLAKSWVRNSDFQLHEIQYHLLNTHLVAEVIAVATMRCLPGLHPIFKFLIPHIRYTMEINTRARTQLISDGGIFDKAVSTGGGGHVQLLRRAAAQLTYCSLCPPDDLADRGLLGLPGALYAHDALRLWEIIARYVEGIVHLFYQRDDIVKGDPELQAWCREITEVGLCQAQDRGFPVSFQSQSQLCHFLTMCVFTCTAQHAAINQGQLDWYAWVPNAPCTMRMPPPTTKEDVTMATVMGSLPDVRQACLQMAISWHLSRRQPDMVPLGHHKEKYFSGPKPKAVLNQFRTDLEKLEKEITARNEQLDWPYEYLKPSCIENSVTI
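Purified human 12hLO at 150 nM in 25 mM Hepes, 0.01% Triton X-100, pH 7.0, preincubated 15 min at room temperature with compound. Reaction started with 40 uM arachidonic acid, 30 min at room temperature. Hydroperoxide measured by Fe-xylenol orange, 573/405 nm absorbance ratio.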
Numbers without * were called inactive; ? = inconclusive; & = joins results of further samples; [ ] = remark or other dose. % is set by controls: 0 for no effect and ±100 for the full control effect; potency is the fitted concentration of half-maximal effect. Not all compounds are listed. The share of hits here may be higher or lower than overall.

ALOX12 inh	mol
8.7%	O=C(c1ccccc1F)N1CCCC(n2cc(-c3nc(C4CC4)no3)nn2)C1 (stereo unspecified)
10.8%	O=C(N1CCC2(CC1)CC(Cc1nc(-c3cccnc3)no1)CCO2)C1(c2ccccc2)CC1 (stereo unspecified)
-26.0%	COCCn1ncc(N2CCCC(CC(=O)N(C)Cc3cccnc3)C2)cc1=O (stereo unspecified)
-14.8%	O=C(NC1CCCN(c2cc(-c3ccc(Cl)cc3)[nH]n2)C1)c1ccc2ncccc2c1 (stereo unspecified)
6.1%	CCOc1ccc2c(n1)CCN(C(=O)CCC1CCCC1)C2
22.9%[176 µM]	O[C@@H]1C[C@@H](c2nc(Cc3ccccc3)no2)N(Cc2ccccc2)C1
53.5%[activator]	CCCNC(=O)N(C1CCOCC1)C1CCN(C(=O)c2nn(C)c3ccccc23)CC1
-18.0%	CC(C)C[C@H](NC(=O)c1ccccn1)C(=O)N1CCC[C@H]1C(=O)NCc1ccccc1
-9.4%[176 µM]	COCCNC(=O)C[C@@H]1C[C@H]2O[C@H](CNC(=O)Nc3cccnc3)[C@@H](O)[C@H]2O1
11.6%	CCN(CC)Cc1ccc2c(c1)CN(C(=O)NC1CCCC1)CCO2
-8.3%	COc1ccc(N2CC(c3noc(-c4cccc(OC)c4)n3)CC2=O)cc1 (stereo unspecified)
12.5%[176 µM]	CNC(=O)C(C)(C)N1CCC[C@H]1C(=O)N1CCC[C@@H]1COC
89.5%[activator]	c1ccc(-c2csc(CCNc3nccc(-c4ccccn4)n3)n2)cc1
25.9%	COCc1c(C(=O)N2C[C@@H](COC)[C@H](c3ccncc3)C2)noc1C
-0.4%	O=C1N[C@H](CCC(=O)N2CCN(Cc3ccccc3)CC2)C(=O)Nc2ccccc21

Three compounds from above, arranged by length of the SMILES, ascending.
ALOX12 inh	mol
6.1%	CCOc1ccc2c(n1)CCN(C(=O)CCC1CCCC1)C2
89.5%[activator]	c1ccc(-c2csc(CCNc3nccc(-c4ccccn4)n3)n2)cc1
-0.4%	O=C1N[C@H](CCC(=O)N2CCN(Cc3ccccc3)CC2)C(=O)Nc2ccccc21

More structures follow.
ALOX12 inh	mol
57.1%[activator]	COc1ccc(C)cc1NC(=O)Cn1nc2n(c1=O)CCCCC2
8.8%	Cc1noc(C)c1[S+](=O)([O-])N1CCC2(CC1)C(=O)Nc1ccccc12
2.5%	CN1c2cc(C(=O)Nc3cc(F)cc(F)c3)ccc2C(=O)N2CCCCCC21 (stereo unspecified)
29.1%	COC[C@@H]1CN(C(=O)c2cccc3[nH]ccc23)C[C@H]1c1nc(C)no1
-5.3%	COc1nc(-c2ccc(OC)c3ncccc23)ncc1F
4.2%	Cn1cc(-c2ccncc2)cc1C(=O)N1CCN(c2ccc(F)cc2)CC1
-18.5%	COCCN(CC1CCN(Cc2ccccc2F)CC1)C(=O)C1CCCCO1 (stereo unspecified)
35.4%[activator]	O=C(NCC1CC1)C1c2ccccc2CC(=O)N1Cc1ccccc1 (stereo unspecified)
7.7%	CN1c2cc(C(=O)NCc3ccc(F)cc3Cl)ccc2C(=O)N2CCCCC21 (stereo unspecified)
25.0%	COc1ccc(CN2C[C@]3(C=C4CCCCC4n4c(=O)n(-c5ccccc5)c(=O)n43)N=C2NC(=O)c2ccccc2)c(OC)c1 (stereo partly specified)
36.8%[activator][176 µM]	COCc1cccc(-c2ccc3c(n2)c(=O)ncn3Cc2ccccc2)c1
9.3%	CN(C)C[C@@H]1CN(c2ccccn2)C[C@H]1NC(=O)Cn1c(=O)oc2ccccc21
-8.0%	Cc1ccccc1CN1CCN2C=C(C(=O)NCC3CC3)OC2=NC1=O
4.9%[176 µM]	COc1ccc(C(=O)N2CC[C@H]3COC(=O)N3c3ccccc3C2)cc1
17.4%	CNC(=O)[C@@H]1CN(C(=O)c2c[nH]c3ccccc23)C[C@H]1COC

(listing goes on)
ALOX12 inh	mol
6.6%[6.33 µM]	CC1(C(=O)O)CCN([S+](=O)([O-])c2cc(C(F)(F)F)cc(C(F)(F)F)c2)CC1
1.3%	O=C(NC1CCc2nnc(C3CC3)n2CC1)C1CC=CCC1 (stereo unspecified)
22.8%	Cc1csc(SCC(=O)N[C@H]2[C@H]3CCO[C@H]3[C@@H]2NS(C)(=O)=O)n1
13.6%[57.4 µM]	Cn1cc(-c2ccc3ncc(Cc4ccc5ncccc5c4)n3n2)cn1
-3.1%	CC(C)NC(=O)C[C@@H]1c2nc(NC(=O)c3c(F)cccc3F)sc2C[C@@H]2[C@](C)(CO)[C@H](O)CC[C@]21C
-5.6%	CCn1ncc(N2CCC(NC(=O)CC3CCCC3)CC2)cc1=O
-0.8%	CCN1c2cc(C(=O)Nc3ccc(OC)cc3OC)ccc2C(=O)N2CCCCCC21 (stereo unspecified)
-29.5%	COCCNC(=O)c1ccc2c(c1)N(C)C(CC(=O)N1CCCCC1)CO2 (stereo unspecified)
-20.9%	CC(C)n1cc2cc(C(=O)N3CCN(Cc4cccc(F)c4)CC3)sc2c1
21.7%	COc1cccc(CN2CCC([C@H]3[C@@H](OC)C(=O)N3C(C)C)CC2)n1
5.0%	C#CCN(C)S(=O)(=O)c1ccc(N2CCCC2)cc1Br
2.5%[6.33 µM]	CC(C)NC(=O)C1CCc2nnc(CNC(=O)c3ccc(Cl)cc3Cl)n21 (stereo unspecified)
26.4%	N#Cc1cccc(C(=O)NC2CCc3n[nH]c(=O)n3CC2)c1 (stereo unspecified)
40.6%[activator]	CNC(=O)[C@@H]1CN(C(=O)C2(c3ccc(OC)cc3)CC2)C[C@H]1CO
2.5%	COc1ccc(-c2ccc3c(n2)CCCN3S(=O)(=O)c2ccc(C)cc2)cc1

Remaining list, next part:
ALOX12 inh	mol
191.9%[activator][176 µM]	c1cncc(O[C@H]2COCCN(C3CCC3)C2)c1
54.8%[activator]	COc1cccc(CCC(=O)N2CCC3(CC2)CCC(O)(CN(C)C)CC3)c1
?	COc1ccc(-c2nnc(C[C@@H]3C[C@@H](C(C)C)[C@H](CN4CCN(c5ncccn5)CC4)C=C3C)o2)cc1
66.0%[activator]	CC(C)CS(=O)(=O)c1ncc(CN(C)Cc2cnn(C)c2)n1Cc1ccccc1
18.9%	O=C(c1ccccc1)N1CCC(c2n[nH]c(=O)n2-c2ccccc2)CC1
-17.1%	O=C(Nc1nc2ncccn2c1-c1ccc(F)c(F)c1)c1ccccc1
4.1%	Cc1n[nH]nc1C(=O)N1C[C@H](CO)C[C@H](CN(C)C)C1
7.7%	COc1ccccc1CN1CCCC(CN(CCN(C)C)C(=O)c2ccccc2OC)C1 (stereo unspecified)
-10.1%	COC(=O)[C@]12C[C@H](CC(=O)NCCC(C)C)C(=O)N(Cc3cccc4ccccc34)C1=C[C@H](C(C)C)O[C@@H]2C1CC1
8.3%	COCCNC(=O)[C@H]1C[C@H](Oc2cccnc2)CN1C(=O)c1cccc(C)c1
11.1%[176 µM]	O=C(N[C@H]1[C@H](O)[C@H](O)C[C@@H]1c1cncnc1)c1ccc(C(F)(F)F)cc1
17.3%	O=C(CCCc1ccccc1)N1C[C@@H](CN2CCOCC2)[C@@H](CO)C1
45.4%[activator]	COCCNC(=O)[C@H]1C[C@H](Oc2cccnc2)CN1C(=O)NCc1ccc(C)cc1
82.8%[activator]	CC(O)c1cc2n(n1)CCN(CCS(=O)(=O)c1ccccc1)C2 (stereo unspecified)
23.4%	CN(C)Cc1cc(-c2nccn2CC2(CO)CCCC2)ccc1O

Next part:
ALOX12 inh	mol
-1.9%	O=c1c(-c2cccc(C(F)(F)F)c2)ccc2n1C[C@H]1C[C@@H]2CN(S(=O)(=O)c2ccccc2)C1
?	CCNC(=O)N[C@H]1[C@H](O)[C@@H](N(C)CCN(C)C)[C@@H]2OC[C@H]1O2
-1.5%	Cc1ccc(CN2CCCC3(CN[S+](=O)([O-])c4ccccc4N3)C2)cc1 (stereo unspecified)
15.7%	Cn1nnnc1C1CCCN(C(=O)Nc2ccccc2)C1 (stereo unspecified)
?	O=C1CC2(CCN(Cc3ccc(C(F)(F)F)cc3)CC2)Oc2cc(Cl)ccc21
28.9%	CC(C)COC(=O)N1CCCn2nc(-c3nc4ccccc4n3C)cc2C1
-6.6%[22.9 µM]	Cc1sccc1Br
-5.1%	CC(C(=O)NCCc1ccccc1)C1CCOCC1 (stereo unspecified)
0.0%	CC(=O)N1CCC(C(=O)N(C)C2CCc3nn(C)c(=O)n3CC2)CC1 (stereo unspecified)
-1.3%	Cc1n[nH]c(C)c1CNC(=O)CCC[C@H]1NC[C@@H]2C[C@H]1CN(Cc1ccccc1)C2
-2.1%[6.33 µM]	Cc1ccc(NC(=O)N2CCN(c3nnnn3-c3ccccc3)CC2)cc1F
14.9%	Cn1cnnc1CC1CCN(C(=O)c2ccccc2)CC1
1.8%&5.6%[12.5 µM]	O=C(Nc1ccc(Cl)nc1)c1ccc2cc[nH]c2n1
19.3%	Cc1nc(N2CCC(NC(=O)C(C)c3ccccc3)CC2)cc(C(F)(F)F)n1 (stereo unspecified)
51.6%[activator]	COc1ccc(C(=O)N2C[C@@H](CO)[C@H](c3ccncc3)C2)cc1F

Brought forward from above: 6 entries, followed by the next part.
ALOX12 inh	mol
-1.3%	Cc1n[nH]c(C)c1CNC(=O)CCC[C@H]1NC[C@@H]2C[C@H]1CN(Cc1ccccc1)C2
-2.1%[6.33 µM]	Cc1ccc(NC(=O)N2CCN(c3nnnn3-c3ccccc3)CC2)cc1F
14.9%	Cn1cnnc1CC1CCN(C(=O)c2ccccc2)CC1
1.8%&5.6%[12.5 µM]	O=C(Nc1ccc(Cl)nc1)c1ccc2cc[nH]c2n1
19.3%	Cc1nc(N2CCC(NC(=O)C(C)c3ccccc3)CC2)cc(C(F)(F)F)n1 (stereo unspecified)
51.6%[activator]	COc1ccc(C(=O)N2C[C@@H](CO)[C@H](c3ccncc3)C2)cc1F
38.0%[activator]	COc1ccc(CCC(=O)NCCC2CCN(C(=O)Nc3ccc(C)cc3)CC2)cc1
46.8%[activator][176 µM]	CC(CCc1ccccc1)NC(=O)c1ccc2nccn2c1 (stereo unspecified)
44.7%[activator][176 µM]	O=c1c2nc(Nc3cccnc3)ccc2ncn1-c1ccccc1
1.9%[176 µM]	CN(C)c1ccc(-c2nnc([C@H]3CCN(Cc4ccccc4)C3)o2)cc1
0.2%	CCCS(=O)(=O)NCC(=O)N1CCCCCNC(=O)CC1c1ccccc1 (stereo unspecified)
27.0%[176 µM]	Cc1noc2c(-c3cccnc3NCc3cccnc3)cc(-c3ccccc3)nc12
6.6%	NC(=O)CNC(=O)c1cc2c(s1)CCN(C(=O)c1ccc(Cl)cc1)C2
37.9%	CC1Oc2ccc(NC(=O)C3CC3)cc2CN(CCc2ccc(F)cc2)C1=O (stereo unspecified)
51.6%[activator]	CC(=O)N1CCc2nn(CC(=O)N3CCN(c4ccccc4)CC3)c(=O)cc2C1
-0.4%	COc1cccc(Cn2c(=O)c3ccnn3c3ccc(C(=O)O)cc32)c1
50.7%[activator]	Cn1nc(C(=O)N2CCOCC(O)(CN3CCCC3)C2)ccc1=O (stereo unspecified)
7.6%	COc1cc(Cl)ccc1C(=O)N1CCN(c2cc(C(F)(F)F)ncn2)CC1
28.3%	COc1ccc(OC)c(NC(=O)CN2C(=O)NC3(CCS(=O)(=O)CC3)C2=O)c1
48.3%[activator]	COc1cccc(CN2CCn3c(nnc3[C@@H]3C[C@@H](O)CN3Cc3cccnc3)C2)c1
-19.8%	COc1cc(Nc2cc3c(cn2)cc(-c2cnn(C)c2)n3Cc2ccccc2)cc(OC)c1OC

Shown in markdown: entries from further up
| SMILES | ALOX12 inh |
| --- | --- |
| Cn1nc(C(=O)N2CCOCC(O)(CN3CCCC3)C2)ccc1=O (stereo unspecified) | 50.7%[activator] |
| NC(=O)CNC(=O)c1cc2c(s1)CCN(C(=O)c1ccc(Cl)cc1)C2 | 6.6% |

The listing continues.
ALOX12 inh	mol
31.0%[activator]	O=C(NC1CC1)C1CC(=O)N(c2n[nH]c3cccc(F)c23)C1 (stereo unspecified)
4.5%[6.33 µM]	Cc1ccccc1N(C)C1CN(Cc2cccc3ccccc23)C1
1.6%	Cc1ccc(-c2ncc(C(=O)Nc3ccccc3C)c(-c3ccncc3)n2)cc1
-9.0%	COc1cc(-c2cc(=O)c3c(O)cc(O)cc3o2)cc(OC)c1OC
-15.7%	Cc1ccc(NC(=O)Cn2cccc2-c2nc(-c3ccccc3)no2)c(C)c1
?	Cc1cc(Br)cn2c(Cc3cccc(F)c3)c(-c3ccco3)nc12
-7.2%	Cc1ccc(C(=O)NC(C(=O)NC2CC2)C2CCN(C(=O)c3ccc4c(c3)OCO4)CC2)cc1 (stereo unspecified)
8.9%	Cc1noc(C)c1S(=O)(=O)N1CCCC(c2nn[nH]n2)C1 (stereo unspecified)
19.5%	Cc1cccc(N2CCN(C(=O)C3CCCN(S(C)(=O)=O)CCC(=O)NCC3)CC2)c1 (stereo unspecified)
-13.9%[176 µM]	Cc1nn(-c2ccc(C(C)C)cc2)c(C)c1[C@@H]1C=C[C@@H](NCc2cccc(C#N)c2)C1
-15.8%	CCc1ccc(NC(=O)CN2C(=O)NC3(CCOCC3)C2=O)cc1
?	O=C(c1ccc(Cl)cc1)N1CCC(N2CCCC2)CC1
20.1%[176 µM]	CN(C)c1cccc(-c2cnc(NC(=O)c3ccncc3)c3c2CCO3)c1
31.9%[activator]	CC1(c2ccccc2)N(Cc2ccccc2F)C(=O)OC12CCN(C(=O)CN1CCOCC1)CC2 (stereo unspecified)
59.6%[activator]	C#CCNC(=O)C1CCN(C(=O)C2CN(c3cccc(OC)c3)C(=O)N2)C1 (stereo unspecified)
79.4µM*	CC1=CCC2C(C1)C2(C)C (stereo unspecified)
16.0%	COCCN1C(=O)c2cccn2CC1CNC(=O)C1=C(C)C(=O)OC12CCCCC2 (stereo unspecified)
?	O=C(NCC1CN(C(=O)Cc2ccc(Oc3ccccc3)cc2)CC12CN(c1ccccc1)C2)c1cccnc1 (stereo unspecified)
